# KKLEB tox – counter-screen for CF NF-kB inhibitors: cytotoxicity | KKLEB CF airway cells viability, ATPlite luminescence, overnight; active compounds read low; cells stimulated with P. aeruginosa culture filtrate | activity change (cytotoxicity), % at 5 µM | actives 0.36% (n = 360,000) | AID 602141;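 active = corrected activity change at or below -50% at 5 µM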
# LRH-1 inv ag – inverse agonists of human LRH-1 (NR5A2); O00482; HEK293T StAR-luciferase reporter, LRH-1 transfected, 24 h; inhibition, % at 3.6 µM; actives 0.13% (n = 360,000);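 active = inhibition above the mean inhibition of all tested compounds plus 3 SD, cut at about 73% in these data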;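 also: 0% = DMSO wells and 100% = reporter-only cells lacking LRH-1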
# Target sequence (O00482 whole entry, looked up): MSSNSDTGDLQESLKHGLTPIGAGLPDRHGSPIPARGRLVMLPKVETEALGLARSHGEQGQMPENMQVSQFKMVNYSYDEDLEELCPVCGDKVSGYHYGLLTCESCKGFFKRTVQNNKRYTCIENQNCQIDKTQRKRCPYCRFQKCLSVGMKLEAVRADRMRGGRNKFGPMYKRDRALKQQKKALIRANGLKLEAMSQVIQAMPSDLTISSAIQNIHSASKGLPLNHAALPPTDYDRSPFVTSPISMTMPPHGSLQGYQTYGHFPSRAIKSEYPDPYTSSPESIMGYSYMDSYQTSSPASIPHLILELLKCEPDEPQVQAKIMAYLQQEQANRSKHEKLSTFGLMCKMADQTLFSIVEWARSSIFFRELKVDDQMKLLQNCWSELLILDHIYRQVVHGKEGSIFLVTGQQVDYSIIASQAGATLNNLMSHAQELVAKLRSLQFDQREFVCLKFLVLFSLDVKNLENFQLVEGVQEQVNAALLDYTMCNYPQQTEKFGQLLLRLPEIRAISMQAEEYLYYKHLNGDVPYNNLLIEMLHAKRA
# C8 TRAIL sens – caspase-8 TRAIL sensitization | NB7+C8 cells + TRAIL, ATPlite viability luminescence | inhibition (viability loss, TRAIL sensitization), % at 10 µM | actives 1% (n = 360,000) | AID 624354;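 active = compounds causing at least 50% loss of cell viability in the single-dose screen, relative to plate controls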
# TWEAK Fn14 block – blocks TWEAK-Fn14 interaction in a reporter cell assay; inhibition, % at 10 µM; TWEAK-stimulated Fn14 reporter cells, luciferase luminescence, 8 h; AID 1159606; actives 2% (n = 360,000); in the data active = inhibition above about 50%
# CF NFkB inh – cystic fibrosis NF-kB activation inhibition. actives 0.86% (n = 360,000). KKLEB NF-kB-GFP reporter, PAF-induced, GFP fluorescence overnight. AID 588850. inhibition, % at 5 µM;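 active = at least 50% inhibition at 5 µM, scaled per plate between neutral and stimulator controls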;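 also: PAF is a Pseudomonas aeruginosa culture filtrate used as stimulus; plate controls were PAF-stimulated DMSO wells for no effect and unstimulated DMSO wells for full effect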
# LMP1 NFkB inh – Epstein-Barr LMP1 NF-kappaB reporter inhibition. LMP1-induced NF-kappaB luciferase reporter cells, luminescence. actives 0.69% (n = 350,000). AID 504558. inhibition, % at 12.5 µM; in the data active = inhibition above about 41%;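 also: 0% = neutral control wells and 100% = reference inhibitor control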
# TROY signal inh – blocks TROY-dependent signaling in reporter cells; Q293 LMP1-TROYcd NF-kB luciferase reporter, 4 h; inhibition, % at 10 µM; actives 0.98% (n = 360,000); AID 1347056;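 active = compounds whose plate-normalised and pattern-corrected inhibition of the luciferase reporter signal at the single screening dose is 50% or more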
# SRC3 inh – human NCOA3 inhibition | inhibition, % at 3.6 µM | AID 588352 | actives 0.17% (n = 360,000) | Q9Y6Q9 | HEK293 GAL4-SRC3 luciferase reporter, luminescence;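 active = inhibition above a per-campaign cutoff, the mean of all compounds plus 3 SD, cut at about 60% in these data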;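 also: 0% = DMSO-treated cells and 100% = gossypol-treated cells at 36 µM; higher means less SRC3-driven luciferase light from the GAL4 reporter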
# NCOA1 inh – inhibits human SRC1 coactivator; inhibition, % at 3.6 µM; HEK293 GAL4-SRC1 luciferase reporter, luminescence; AID 588354; actives 0.12% (n = 360,000);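 active = inhibition above the campaign mean plus 3 SD, with each screening campaign given its own cutoff, cut at about 60% in these data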;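 also: 0% = DMSO treated cells and 100% = gossypol at 36 µM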
# Shn3 3UTR inh – Schnurri-3 reporter inhibition in Clone20 osteoblasts; inhibition, % at 12.5 µM; actives 0.52% (n = 360,000); Clone20 osteoblast Shn3 3'UTR firefly luciferase, 24 h;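 active = mean inhibition of at least 75% with every replicate also reaching 75%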;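 also: 0% = median of neutral control wells and 100% = pilot-screen positive control compound; some compounds past the cut are filed as inactive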
# NR2F2 inh – blocks human COUP-TFII nuclear receptor; inhibition, % at 8.6 µM; AID 686940; actives 0.7% (n = 370,000); HEK293T NGFI-A luciferase reporter, luminescence; P24468;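 active = inhibition above a per-plate cutoff, mean inhibition of test wells between control levels plus 3 SD, cut at about 38% in these data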;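 also: cells cotransfected with COUP-TFII expression vector driving the NGFI-A reporter; 0% = median of COUP-TF2 test wells and 100% = reporter-only cells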
# Target sequence (P24468 whole entry, looked up): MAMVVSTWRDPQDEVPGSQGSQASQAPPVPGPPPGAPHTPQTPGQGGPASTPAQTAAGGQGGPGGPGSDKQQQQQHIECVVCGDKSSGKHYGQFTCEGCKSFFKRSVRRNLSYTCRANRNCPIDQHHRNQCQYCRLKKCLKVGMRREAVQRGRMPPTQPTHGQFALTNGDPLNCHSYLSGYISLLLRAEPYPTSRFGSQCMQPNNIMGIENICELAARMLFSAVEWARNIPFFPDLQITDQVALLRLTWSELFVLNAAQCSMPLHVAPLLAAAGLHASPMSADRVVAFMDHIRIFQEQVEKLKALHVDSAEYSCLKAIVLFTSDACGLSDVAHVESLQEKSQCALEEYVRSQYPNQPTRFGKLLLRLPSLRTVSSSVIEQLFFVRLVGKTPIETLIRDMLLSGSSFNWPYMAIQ
# The depositor's hits bear a star; x = no result given. Some of the compounds tested. The share of hits here may be higher or lower than overall.
entry	compound	TWEAK Fn14 block	CF NFkB inh	C8 TRAIL sens	LMP1 NFkB inh	LRH-1 inv ag	TROY signal inh
1	COc1ccccc1N1CCN(C(CNS(=O)(=O)c2cc(F)ccc2F)c2cccnc2)CC1 (stereo not given)	-8	20	1	4	27	2
2	Cc1ccccc1-c1nc(CS(=O)(=O)CC(=O)NC2CCCCC2C)c(C)o1 (stereo not given)	-32	-26	-5	-4	-3	0
3	Cc1cccc(-n2c(C)cc(/C=C3\NC(=O)NC3=O)c2C)c1	16	-2	22	-6	-5	-7
4	Cn1c(=O)c(C#N)c(-c2ccccc2)n2cnnc12	14	8	-25	1	4	7
5	CC(=O)c1ccc(NC(=S)Nc2cccc(S(=O)(=O)Nc3c(C)n(C)n(-c4ccccc4)c3=O)c2)cc1	8	-1	-1	-4	16	-9
6	CN(CC(=O)Nc1ccc(F)c(F)c1F)C(=O)CCCc1nc2ccccc2c(=O)[nH]1	2	29	-3	-1	-14	7
7	COc1ccc(Cl)cc1C(=O)C1CCCN(Cc2cnc(N3CCOCC3)s2)C1 (stereo not given)	19	12	2	2	14	-9
8	CCCCN1C(=N)N([C@@H](CCC)CN2CCC[C@H]2CN2C(N)=NC[C@@H]2Cc2ccccc2)C[C@H]1[C@H](C)CC	-15	-15	-16	0	13	-7
9	COc1cc2c(cc1OC)-c1cc(N3CCCc4ccccc43)nc(=O)n1CC2	-38	8	-10	11	15	19
10	Cc1cc(C(=O)N2CCC(C(=O)O)CC2)c(C)o1	3	-6	-11	x	1	-10
11	CCCCCN(C(=O)COC(=O)c1ccc(C)cc1)c1c(N)n(CCCC)c(=O)[nH]c1=O	-1	-5	0	-3	-5	-8
12	COc1ccccc1Nc1nn2c(=O)c3ccc(C(=O)N4CCC(C)CC4)cc3nc2s1	10	13	29	2	-8	2
13	Cc1ccc(C2NC(=O)NC(O)(C(F)(F)F)C2C(=O)c2cccs2)o1 (stereo not given)	-5	9	-11	10	5	-43
14	O=C(/C=C/c1ccco1)Nc1ccc(CN2CCOCC2)cc1	1	-5	5	-6	-62	-10
15	Cc1ccc2nc(-c3ccc(NC(=S)NCC(C)(C)CN(C)C)cc3)sc2c1	24	16	43	-109	-157	30

entry	KKLEB tox	Shn3 3UTR inh	NR2F2 inh	NCOA1 inh	SRC3 inh
1	5	17	9	-7	9
2	9	13	6	5	-1
3	2	-7	-20	-21	-1
4	2	-5	14	-2	-1
5	-4	-11	7	3	9
6	-21	15	-12	15	24
7	-15	12	2	-15	7
8	-8	8	-9	-10	10
9	-11	-1	-29	-46	-29
10	11	x	-4	3	4
11	5	21	-11	-3	-11
12	-8	21	-23	-5	6
13	-4	-2	-4	-13	-2
14	-1	-62	-13	-44	-11
15	-21	-16	-32	-103	-68

# Part of the list above, with values under each structure.
# Every second line gives: TWEAK Fn14 block, CF NFkB inh, C8 TRAIL sens, LMP1 NFkB inh, LRH-1 inv ag, TROY signal inh, KKLEB tox, Shn3 3UTR inh, NR2F2 inh, NCOA1 inh, SRC3 inh
4. Cn1c(=O)c(C#N)c(-c2ccccc2)n2cnnc12
 : 14, 8, -25, 1, 4, 7, 2, -5, 14, -2, -1
5. CC(=O)c1ccc(NC(=S)Nc2cccc(S(=O)(=O)Nc3c(C)n(C)n(-c4ccccc4)c3=O)c2)cc1
 : 8, -1, -1, -4, 16, -9, -4, -11, 7, 3, 9
6. CN(CC(=O)Nc1ccc(F)c(F)c1F)C(=O)CCCc1nc2ccccc2c(=O)[nH]1
 : 2, 29, -3, -1, -14, 7, -21, 15, -12, 15, 24
7. COc1ccc(Cl)cc1C(=O)C1CCCN(Cc2cnc(N3CCOCC3)s2)C1 (stereo not given)
 : 19, 12, 2, 2, 14, -9, -15, 12, 2, -15, 7
8. CCCCN1C(=N)N([C@@H](CCC)CN2CCC[C@H]2CN2C(N)=NC[C@@H]2Cc2ccccc2)C[C@H]1[C@H](C)CC
 : -15, -15, -16, 0, 13, -7, -8, 8, -9, -10, 10

# The listing picks up; the 4 compounds before the break are reprinted first.
entry	compound	TWEAK Fn14 block	CF NFkB inh	C8 TRAIL sens	LMP1 NFkB inh	LRH-1 inv ag	TROY signal inh
12	COc1ccccc1Nc1nn2c(=O)c3ccc(C(=O)N4CCC(C)CC4)cc3nc2s1	10	13	29	2	-8	2
13	Cc1ccc(C2NC(=O)NC(O)(C(F)(F)F)C2C(=O)c2cccs2)o1 (stereo not given)	-5	9	-11	10	5	-43
14	O=C(/C=C/c1ccco1)Nc1ccc(CN2CCOCC2)cc1	1	-5	5	-6	-62	-10
15	Cc1ccc2nc(-c3ccc(NC(=S)NCC(C)(C)CN(C)C)cc3)sc2c1	24	16	43	-109	-157	30
16	Cc1ccc(Cc2c(-c3ccc(Br)cc3)nc3cc(C)ccn23)cc1	16	16	11	-29	-102	44
17	Fc1cc(F)cc(-c2c(-c3ccccc3)ncc3ccc(F)cc23)c1	-2	-20	14	0	22	1
18	COc1ccc(CC(=O)NNC(=O)c2cc(C)oc2C)cc1OC	3	20	32	-7	3	3
19	COc1cc(C2CC(=O)c3cnc(NC(=O)COc4ccccc4)nc3C2)cc(OC)c1OC (stereo not given)	-10	-3	-3	0	5	16
20	CC(=O)c1cccc(NC(=O)C=C(C)C)c1	-18	6	22	-12	-8	-33
21	CN(C)c1ccc(C(=O)N/N=C/c2cc(Br)cc(Br)c2O)cc1	11	16	18	x	-1	2
22	Cc1cccc(CSc2nc3sc(C)c(C)c3c(=O)n2Cc2ccco2)c1	9	11	5	-16	-8	-2
23	CC/C=C/C(=O)N1CC2(CC(c3cccc(NC(=O)CC(c4ccccc4)c4ccccc4)c3)=NO2)C[C@@H]1C(N)=O (stereo not given in full)	-11	3	11	6	4	-6
24	Cc1ccnc(NC(=O)c2cnc(Cl)c(Cl)c2)c1	20	-11	-6	-17	-11	-18
25	C[C@@H]1COC(=O)[C@H](NC(=O)OCC2c3ccccc3-c3ccccc32)C/C=C\C[C@@H](CC(=O)N[C@@H](CO)Cc2ccccc2)C(=O)N1	2	33	11	4	3	2
26	CC(=O)Oc1c(Cl)cc(Cl)cc1/C=C/c1ccc2ccccc2n1	38	6	11	-11	-3	-6
27	Cc1ccc(SCc2c(C(=O)N/N=C/c3ccncc3)nnn2-c2nonc2N)cc1	1	28	-2	5	-44	31
28	O=C(O)c1cc(=S)nc[nH]1	1	-12	-11	-3	-2	-9
29	CN(C)C(=S)Nc1ccc(N2CCOCC2)cc1	25	0	5	-3	-44	-1
30	CC(C)(C)c1ccc(OCc2ccc(C(=O)N3CCOCC3)o2)cc1	-19	0	8	-14	-108	-5

entry	KKLEB tox	Shn3 3UTR inh	NR2F2 inh	NCOA1 inh	SRC3 inh
12	-8	21	-23	-5	6
13	-4	-2	-4	-13	-2
14	-1	-62	-13	-44	-11
15	-21	-16	-32	-103	-68
16	2	-45	-42	-86	-54
17	16	-5	3	10	15
18	-6	-50	-1	-13	-4
19	8	-9	-8	-8	10
20	-6	-13	-6	5	9
21	4	x	-19	1	11
22	4	-1	0	-12	-9
23	-11	7	0	10	-15
24	12	-70	-12	-12	-23
25	-19	72	6	-18	7
26	-21	3	-3	-20	-36
27	-2	18	-17	4	-1
28	10	13	2	9	3
29	-12	-3	-9	-43	-8
30	-10	-27	25	-62	-39

# New compounds follow.
entry	compound	TWEAK Fn14 block	CF NFkB inh	C8 TRAIL sens	LMP1 NFkB inh	LRH-1 inv ag	TROY signal inh
31	CCCOC(=O)c1c(N)sc(C(=O)OCC)c1C	8	-1	-2	-9	-62	-114
32	O=C1S/C(=C/c2ccccc2F)C(=O)N1CCN=C1NS(=O)(=O)c2ccccc21	-13	-2	-5	2	6	-4
33	CC(C)CCNC(=O)c1cn(CC(C)C)c(=O)c2c1c1ccccc1n2C	-13	1	-24	1	-17	-2
34	CCc1ccc([C@@H]2CC=C(C(=O)O)[C@H](c3cccc(Cl)c3)N2S(=O)(=O)c2ccc(C)cc2)cc1	17	24	-5	4	6	41
35	O=c1c2c(-c3cccs3)csc2ncn1-c1ccc(Br)cc1	-5	30	10	10	8	9
36	N#CCC(=O)N/N=C/c1coc2ccccc2c1=O	15	15	9	-5	-13	-8
37	Cc1ccc(NC(=O)/C(C#N)=N/Nc2ccc(C(=O)O)cc2)c(C)c1	9	14	-2	-14	-22	3
38	O=C(N/N=C\c1ccc([N+](=O)[O-])s1)c1cncc(Br)c1	53*	12	45	13	63	14
39	COc1ccc(NC(=O)Nc2cccc3c2O[C@H](CN(C)C(=O)Nc2ccc(C(F)(F)F)cc2)[C@@H](C)CN([C@H](C)CO)C3=O)cc1	-22	-9	3	-13	-17	-6
40	Cc1ccc(S(=O)(=O)N2CCN(C(=O)c3ccc(-n4cncn4)c([N+](=O)[O-])c3)CC2)c(C)c1	-2	18	-8	-5	-18	0
41	COc1ccc([N+](=O)[O-])cc1N(CC(=O)NCCC1=CCCCC1)S(C)(=O)=O	3	-24	-6	-8	12	15
42	CC(=O)c1ccc(OCC(O)Cn2nnc3ccccc32)cc1 (stereo not given)	-14	-16	-5	-4	1	-31
43	COc1ccc(Cl)cc1Cn1c(C)c(C(=O)NCc2ccc3c(c2)OCCO3)sc1=O	6	8	9	x	8	17
44	Cc1ccc(C)c(S(=O)(=O)N/N=C/c2ccc(N3CCOCC3)cc2)c1	-4	0	-10	1	3	-4
45	CCOC(=O)C(Cc1ccccc1)(NC(C)=O)C(=O)OCC	-3	8	-19	-13	2	-2

entry	KKLEB tox	Shn3 3UTR inh	NR2F2 inh	NCOA1 inh	SRC3 inh
31	-13	-45	-17	-46	-20
32	-1	25	8	17	-2
33	4	-2	3	-1	-1
34	12	-5	8	-9	-10
35	-22	20	5	-4	-7
36	-1	16	21	-12	15
37	-13	18	-1	-2	9
38	16	4	-22	24	57
39	-21	-12	x	0	9
40	-13	26	0	-3	-17
41	10	32	-3	-4	-5
42	-12	-16	-12	-26	-25
43	5	6	0	5	11
44	3	-10	-8	9	16
45	-8	-10	7	8	7

# Remaining list, next part:
entry	compound	TWEAK Fn14 block	CF NFkB inh	C8 TRAIL sens	LMP1 NFkB inh	LRH-1 inv ag	TROY signal inh
46	O=C(Oc1ccc[nH]c1=O)c1ccc(F)cc1	-6	6	11	1	-27	-8
47	Cn1ncc([N+](=O)[O-])c1C(=O)Nc1ccn(Cc2ccccc2F)n1	21	-5	-5	-6	-7	0
48	CCn1c(SCC(=O)NCCc2ccccc2)nc2sc3c(c2c1=O)CCN(C)C3	-2	-3	-33	8	-4	9
49	O=C(Cc1cccc(NC(=O)C2CCCN(C(=O)CCc3ccccc3)C2)c1)Nc1cccc(C(=O)N2CCCCC2)c1 (stereo not given)	19	1	14	7	0	14
50	CC1CCCN(S(=O)(=O)c2ccc(S(=O)(=O)NC(C)c3cccs3)cc2)C1 (stereo not given)	-7	10	4	-5	0	4
51	Cc1cc(Br)ccc1NC(=O)CNC(=O)COc1ccccc1C	-7	-12	-14	0	6	-4

entry	KKLEB tox	Shn3 3UTR inh	NR2F2 inh	NCOA1 inh	SRC3 inh
46	-6	-41	9	-16	5
47	13	0	2	-16	13
48	1	7	-1	9	13
49	0	3	-1	7	-11
50	6	11	5	-1	10
51	-3	1	2	-1	22

# High-throughput results: PubChem BioAssay, several laboratories
